Assay outcomes (PubChem BioAssay)
JNK3 blocker: JNK3 kinase activity inhibitors, primary screen, biochemical, human, purified enzyme. inhibition, % at 8 µM. HTS. Mitogen-activated protein kinase 10 (Homo sapiens), P53779. 60,000 tested, 0.61% active; in the data active = inhibition above about 17%;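 also: 0% = DMSO and 100% = reference inhibitor; many of its hits are not listed in these tables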
Target sequence (P53779 whole entry, looked up): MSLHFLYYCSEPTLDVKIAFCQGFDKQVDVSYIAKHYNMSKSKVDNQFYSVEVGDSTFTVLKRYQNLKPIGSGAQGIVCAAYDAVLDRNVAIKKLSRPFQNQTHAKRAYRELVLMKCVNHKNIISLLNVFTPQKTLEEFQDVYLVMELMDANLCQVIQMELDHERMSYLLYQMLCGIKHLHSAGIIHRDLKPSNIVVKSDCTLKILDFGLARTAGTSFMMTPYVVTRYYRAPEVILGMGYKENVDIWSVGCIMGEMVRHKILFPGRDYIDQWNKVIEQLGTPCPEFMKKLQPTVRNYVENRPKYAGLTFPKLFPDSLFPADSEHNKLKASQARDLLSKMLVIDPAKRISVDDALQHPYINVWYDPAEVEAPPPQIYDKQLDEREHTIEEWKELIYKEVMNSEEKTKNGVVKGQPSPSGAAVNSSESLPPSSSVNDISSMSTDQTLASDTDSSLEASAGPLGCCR
Abs 340nm: compound light absorbance at 340 nm, profiling panel, artefact control, biochemical, MLSMR library, data from PS, PMK, MK assays; compound absorbance at 340 nm, fold over control; fold change at 10 µM; 65,000 tested, under 10 active; AID 708, 2007;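 active = at 10 µM dose, initial 340 nm absorbance at least 2 fold that of control wells; inactive = change under 2 fold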;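 also: initial absorbance extrapolated from kinetic A340 decline of NADH oxidation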
Ecoli tolC: growth inhibitors of E. coli tolC mutant, primary screen, strain BW25113 ΔtolC::kan, 384-well. OD615. growth inhibition, % at 10 µM (by protocol). 65,000 tested, 2.2% active. AID 573, 2007;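 active = growth inhibition at or above a cutoff equal to the mean over every tested compound plus 3 SD, cut at about 60% in these data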;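 also: growth measured after 20 h incubation at 37 °C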
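Signal: optical density read at 615 nm; Assay system: E. coli ΔtolC::kan strain BW25113; Times: 20 h incubation with compound, 37 °C; Dosing: 10 µM final, single dose.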
ROCK2 inh: inhibitors of human ROCK2 kinase, primary screen, biochemical, high-throughput, luminescence. purified ROCK2, Kinase-Glo ATP depletion luminescence. inhibition, % at 6 µM. 60,000 tested, 0.35% active. AID 604, 2007;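 active = inhibition above the screen-wide mean inhibition plus 3 SD, cut at about 18% in these data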;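 also: plate controls were DMSO wells for no effect and Y-27632 control wells after no-enzyme background subtraction for full effect; many of its hits are not listed in these tables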
MMP-13 inhibitor: human MMP13 inhibitors, primary screen, biochemical, FRET peptide cleavage; Collagenase 3 (Homo sapiens), P45452; MMP-13 fTHP FRET cleavage, Mca fluorescence; inhibition, % at 4 µM; 65,000 tested, 0.07% active; AID 570, 2006;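 active = inhibition above the mean of compound-free control plate wells plus 3 SD, cut at about 14% in these data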;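 also: 0% = DMSO wells and 100% = wells with reference MMP-13 inhibitor after basal subtraction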
NADH enzymes: inhibitors of PK/LDH coupling enzymes, profiling panel, artefact control, biochemical, MLSMR library; AID 774, 2007; coupled PK/LDH NADH assays, four targets; 65,000 tested, 0.02% active; IC50, µM (titrated, usually from 10 µM), without a hit: at the highest dose inhibition;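 active = single-dose screening hits from any of four coupled enzyme assays that gave an IC50 when retested across doses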;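 also: the DPM-DC format reads NADH fluorescence rather than 340 nm absorbance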
HEK293 NFkB inh: inhibitors of PMA/ionomycin-induced NF-kB reporter, primary screen, antigen receptor NF-kB inhibitor project, cell-based, HEK-293 luciferase reporter, luminescence. inhibition, % at 3 µM. 62,000 tested, 0.21% active. AID 465, 2006. HEK-293 NF-kB luciferase reporter;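 active = inhibition above the mean of all tested compounds plus 3 SD, cut at about 40% in these data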;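 also: 0% = stimulated DMSO wells and 100% = 10 µM reference inhibitor 5653914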
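System: NF-kB luciferase reporter HEK-293 cells | Replication: Single test | Control set: DMSO vs reference inhibitor | Evaluation: % inhibition | Schedule: 1 h pretreatment, 16 h stimulation, 37 °C | Probe or stimulus: PMA with ionomycin | Compound dosing: One dose, 3 µM | Detection: Luciferase luminescence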
Autofluor 339: intrinsic fluorescence of library compounds, ex339/em460 – biochemical, MLSMR library, data from DPM-DC assay, artefact control, profiling panel. fluorescence fold increase at 10 µM. compound autofluorescence, ex339/em460 nm, NADH buffer; active compounds read high; 1 = no-compound wells, NADH background. 65,000 tested, 5.5% active;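 active = at 10 µM, mean starting fluorescence two-fold or more over control wells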;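 also: signal is the first read of a kinetic run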
PKA inh: inhibitors of human PKA kinase activity, primary screen, biochemical, ATP-depletion luminescence, Kemptide substrate. cAMP-dependent protein kinase catalytic subunit alpha (Homo sapiens), P17612. PKA Kemptide phosphorylation, Kinase-Glo ATP luminescence. inhibition, % at 6 µM. 65,000 tested, 0.1% active. AID 524, 2006;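 active = inhibition above the screen-wide mean inhibition plus 3 SD, cut at about 21% in these data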; also: many of its hits are not listed in these tables
* = called active by the depositor; i = inactive; . = no result given; [ ] = dose if it differs, or a comment.

SMILES	JNK3 blocker	Abs 340nm	Ecoli tolC	ROCK2 inh	MMP-13 inhibitor	NADH enzymes	HEK293 NFkB inh	Autofluor 339	PKA inh
Cc1cc2oc(=O)cc(COC(=O)Cn3cnnn3)c2cc1C(C)C	-3	1	6	0	-1	5%	11	1.3	-2
CCOC(=O)c1ccc(NC2c3ccccc3C(=O)N2c2cccnc2)cc1 (stereo unspecified)	-1	1	11	1	7	2%	8	1	-8
Cc1c(O)c(CN2CCCCC2)cc2c3c(c(=O)oc12)CCC3	-1	1	10	12	i[fluorescence artefact?]	2%[fluoresces]	.	2.5*	6
CC(=O)Nc1ccc(S(=O)(=O)NCc2ccc(C(=O)NCc3ccc4c(c3)OCO4)cc2)cc1	-3	0.99	-17	-1	-2	5%	0	1	0
CC(=O)NCC12CC3CC(C1)CC(C(=O)O)(C3)C2	3	1	-9	6	8	4%	27	1.1	7
COc1ccc(S(=O)(=O)N2CCN(C(=O)COc3ccc4c(C)cc(=O)oc4c3)CC2)cc1	-5	1.1	-4	-9	-35	10%	13	2.6*	-20
Cn1c(SCC(=O)N2c3ccccc3Sc3ccccc32)nnc1-c1ccco1	0	1	12	4	-5	5%	6	1	1
CC(C)Cn1c(SCC#N)nc2ccccc2c1=O	.	1	5	.	7	8%	9	1	5
O=C(C1CCN(S(=O)(=O)c2cccc3cccnc23)CC1)N1CCN(Cc2ccccc2)CC1	-3	1	-5	-2	4	1%	4	1.1	4
CC(NC(=O)Cc1ccsc1)c1ccc(S(N)(=O)=O)cc1 (stereo unspecified)	.	1	-9	.	4	5%	5	1.1	8
CCN1CCN(CC(=O)Nc2ccc3c(c2)OCCO3)C(=O)C1=O	-2	1.1	-8	-2	1	0%	11	1.1	2
O=C(CSc1nc(Nc2ccccc2)nc(N2CCOCC2)n1)Nc1ccc2c(c1)OCCO2	0	1	18	-9	3	1%	30	1.1	2
COC(=O)c1sccc1NC(=O)c1ccc(OC)cc1	38*	1.1	34	6	1	2%	-4	1.1	6
COc1cc(NC(=O)c2ccco2)c(OC)cc1NC(=O)CCC(=O)Nc1cc(C)ccc1C	5	1	-16	-2	3	37%	17	2.7*	-2
COc1ccc(-c2nc(C#N)c(NCC3CCCO3)o2)cc1OC (stereo unspecified)	-14	1.1	-7	5	-366[fluorescence artefact?]	4%[fluoresces]	-2	3.9*	4
CC(C)(C)NCC(O)c1cc(O)cc(O)c1 (stereo unspecified)	-11	0.97	6	-8	-1	1%	.	1	-13
CCC(CC)C(=O)NCCc1cc2ccc(OC)cc2[nH]c1=O	1	1.1	-13	6	-15	9%	4	1.4	6
COc1cccc(NC(=O)C2CCN(c3ncccn3)CC2)c1	9	0.98	-7	-3	-4	2%	22	1.2	-4
CCC(Oc1ccccc1)C(=O)Nc1nc2ccccc2[nH]1 (stereo unspecified)	-2	1	21	8	0	0%	-12	1.1	9
CCOC(=O)c1cn(-c2ccccc2)nc1-c1cccnc1	6	1	4	9	2	6%	-3	0.4	7
Cc1ccc(-c2csc(NC(=O)c3ccno3)n2)cc1	.	1.1	10	.	-1	0%	-2	1	-4
O=C(CC1Nc2ccccc2NC1=O)NCCCN1CCCCCC1 (stereo unspecified)	3	1	-24	3	-16	3%	10	1.4	4
CC(C)Oc1ccc(-c2nn(-c3ccccc3)cc2/C=c2\sc3ncnn3c2=O)cc1	-3	1	-21	1	6	3%[fluoresces]	4	3*	-6
COc1ccc(CC(=O)Nc2ccc(-c3noc(COc4ccccc4C)n3)cc2)cc1	-5	1.1	-1	2	-2	6%	6	1.1	2
CC1(C)CC(=O)C2=C(C1)OC(N)=C(C#N)C2c1ccc(OC(=O)N2CCOCC2)cc1 (stereo unspecified)	3	1.1	5	0	0	3%	9	1	0
CCc1nc2c(sc3nc(N4CCOCC4)c4c(c32)CC(C)(C)OC4)c(=O)o1	2	1	13	2	5	3%	.	1.1	3
O=C(CSc1nc(-c2ccco2)cc(C(F)(F)F)n1)N1CCSCC1	0	1.1	16	3	3	9%	8	1.1	4
COc1cc(C)nc(N2CCCC(C(=O)Nc3cccc(Cl)c3Cl)C2)n1 (stereo unspecified)	.	0.99	-2	.	4	1%	17	1	3
O=C1CC(Cc2ccc(Cl)cc2)C(=O)N1c1ccccn1 (stereo unspecified)	-5	1.1	1	0	3	2%	-12	1.2	-2
COc1cccc(OC)c1-c1nn2c(-c3ccco3)nnc2s1	-2	1	22	8	0	1%	.	1.1	2
Cc1nc2sc3c(c2c(=O)o1)CCC3	-9	0.99	-2	-1	4	2%	10	0.99	7
COC(=O)c1c(NC(=O)CC2NCCNC2=O)sc2c1CCCC2 (stereo unspecified)	1	1.1	-4	-1	2	0%	2	1.2	6
COC(=O)c1ccc(Oc2cc(C)nc(-n3nc(C)cc3C)n2)cc1	-6	1	17	-8	9	6%	37	1.1	-4
COC(=O)c1cccc(N(C(=O)c2cnccn2)C(C(=O)NCc2ccccc2)c2ccco2)c1 (stereo unspecified)	8	1	-9	1	2	11%	-9	1	3
O=C(CN1C(=O)NC2NC(=O)NC21)NC1CCCCC1 (stereo unspecified)	4	0.97	-25	4	-2	9%	-4	1.1	-1
Cc1ccccc1CS(=O)(=O)Cc1ccc(C(=O)NCc2ccccn2)o1	-6	1	-15	1	1	6%	6	1	-4
O=C1NC2(CCCCC2)N=C1c1ccc(F)cc1	-9	1	-16	-8	1	2%	19	1.1	-7
CCCCOc1ccc(C(=O)Oc2ccc(C)nc2)cc1	.	1	53	.	7	6%	7	1.1	-5
NC(=O)C1(N2CCCCC2)CCN(CC(=O)Nc2ccc(Oc3ccccc3)cc2)CC1	0	1.1	7	6	-2	1%	16	1.1	11
CCN(CC)S(=O)(=O)c1ccc(C(=O)Nc2ccc(OCC(=O)N3CCOCC3)cc2)cc1	4	1	4	5	6	0%	-9	1.1	7
C[C@]12CC[C@@H]3c4ccc(O[C@@H]5O[C@H](C(=O)O)[C@@H](O)[C@H](O)[C@H]5O)cc4CC[C@H]3[C@@H]1C[C@@H](O)[C@@H]2O	1	0.98	4	10	6	4%	.	1	6
O=C(O)CC1SC(=Nc2ccccc2)N(c2ccccc2)C1=O (stereo unspecified)	.	1.1	-3	.	0	6%	10	1.1	-4
CC1=C(C)NC(=S)SC1	5	1.1	-12	2	11	7%	14	1.2	3
O=C1CC(c2ccc(F)cc2)C2=C(CCCC2=O)N1 (stereo unspecified)	-1	1	-21	-1	0	4%	16	1.2	5
CC(C)=CC(=O)N1CCCc2ccccc21	-4	0.97	-10	2	5	3%	12	1	8
O=C(Oc1ccc2c(c1)OCO2)c1cc2c(s1)CCC2	1	0.99	-9	2	2	6%	2	1.1	4
CC[C@@H](C)[C@H](NC(=O)C1CCN(C(=O)[C@@H](NS(=O)(=O)c2ccc(C)cc2)C(C)C)CC1)C(=O)O	0	1	0	-4	0	2%	2	1.1	1
O=C(CCCn1c(=O)[nH]c2ccsc2c1=O)NCc1cccs1	.	1	-6	.	1	4%	15	1.1	6
COC(=O)C(C(=O)OC)=C(/C=C/C=C/N(C)C)N(C)C	-10	1	-1	0	-7	5%	9	1.1	3
Cc1cc(=O)[nH]c(/N=C(/NC(=O)c2ccccc2)Nc2ccc3c(c2)OCCO3)n1	5	1.1	-15	6	0	12%	5	1.1	7
Later entries:
SMILES	JNK3 blocker	Abs 340nm	Ecoli tolC	ROCK2 inh	MMP-13 inhibitor	NADH enzymes	HEK293 NFkB inh	Autofluor 339	PKA inh
CC1(C)C(c2ccc(Cl)cc2)=[N+]([O-])C2(CCCC/C2=N\O)N1O (stereo unspecified)	-3	1	11	4	1	7%	-6	1.1	5
Cc1nc2ccccc2c(=O)n1/N=C/c1cccnc1	.	1.1	-9	.	.	1%	.	1	.
CSc1nnc(-c2ccccc2Cl)n1N	-9	1	-1	1	8	3%	13	1.1	5
Cc1ccc(C)c(OCC(=O)Nc2ccc3c(c2)OCO3)c1	8	0.98	-15	4	-1	2%	-2	1.1	2
O=C1C2C3C=CC(C3)C2C(=O)N1c1ccccc1 (stereo unspecified)	5	1	-11	-4	-5	5%	17	1.1	-4
COc1ccccc1C1/C(=C(/O)c2ccccc2)C(=O)C(=O)N1CC(C)C (stereo unspecified)	-7	1	50	2	0	4%	22	0.99	5
O=C(NC1=NCCS1)c1ccc2c(c1)C(=O)N(Cc1ccco1)C2=O	5	1	-5	4	8	3%	6	1	7
CC1(C)CC(=O)C2=C(C1)Oc1ncn(Cc3ccco3)c(=N)c1C2c1ccccc1 (stereo unspecified)	-6	1	46	4	0	3%	20	1.1	8
CN(C)C(=O)c1ccc(Oc2ccc(C(=O)N(C)C)cc2)cc1	-2	0.99	-18	4	0	6%	-4	1	7
CCCn1c(CN2CCCCC2CC)nc2c1c(=O)n(C)c(=O)n2C (stereo unspecified)	1	1	-12	2	1	3%	5	1	-1

3 of the entries above in order of their number in ROCK2 inh, smallest number first.
SMILES | ROCK2 inh
CCN(CC)S(=O)(=O)c1ccc(C(=O)Nc2ccc(OCC(=O)N3CCOCC3)cc2)cc1 | 5
CC(=O)NCC12CC3CC(C1)CC(C(=O)O)(C3)C2 | 6
CCC(Oc1ccccc1)C(=O)Nc1nc2ccccc2[nH]1 (stereo unspecified) | 8

(further entries)
SMILES	JNK3 blocker	Abs 340nm	Ecoli tolC	ROCK2 inh	MMP-13 inhibitor	NADH enzymes	HEK293 NFkB inh	Autofluor 339	PKA inh
O=c1cc2c(n[nH]1)CCCC2	1	1	-3	4	-4	3%	-4	1	8
CCC(=O)N1CCc2cc(Br)cc(S(=O)(=O)NCc3ccco3)c21	.	1	-3	.	3	11%	21	1	-12
O=c1c(-c2ccc(Br)cc2)coc2c(CN3CCOCC3)c(O)ccc12	0	1.1	2	-4	-55	4%[fluoresces]	11	3*	1
O=C(NCc1ccc2c(c1)OCO2)c1ccc(C2SCC(=O)N2Cc2ccco2)cc1 (stereo unspecified)	2	1	12	0	1	5%	16	1.2	3
Cc1cc(NCCN2CCCCC2)n2c(nc3ccccc32)c1C#N	3	0.99	8	5	-29	2%[fluoresces]	27	2.7*	8
O=C1C2C3c4ccccc4C(c4ccccc43)C2C(=O)N1CN1CCOCC1 (stereo unspecified)	-2	1	-12	0	0	8%	1	0.97	0
Cc1nn(C)cc1CN(C)C(=O)c1nn2c(c1Cl)NC(c1cccs1)CC2C(F)(F)F (stereo unspecified)	3	1	14	6	7	6%	-6	1.1	7
COc1ccccc1-c1cc(C(=O)NC(C)C)no1	0	1	-2	1	-6	4%	-7	1.2	6
N#Cc1cccc(NC(=O)CCC2CCCC2)c1	-7	1	24	10	7	3%	11	1.1	15

Only part of the results is shown; count on the stated rates, not on these rows.
